PI4K2A inh: inhibitors of human PI4K2A; activity change, negative = inhibition, % at 76.9 µM; hit rate 0.13% among 420,000; Q9BTU6; purified PI4K2A, ADP-Glo luminescence, 1 h; active compounds read low; in the data active = activity change below about -50%; inconclusive = mostly about -30% to -49%;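 also: -100% = wells without enzyme as full effect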
Target sequence (Q9BTU6 whole entry, looked up): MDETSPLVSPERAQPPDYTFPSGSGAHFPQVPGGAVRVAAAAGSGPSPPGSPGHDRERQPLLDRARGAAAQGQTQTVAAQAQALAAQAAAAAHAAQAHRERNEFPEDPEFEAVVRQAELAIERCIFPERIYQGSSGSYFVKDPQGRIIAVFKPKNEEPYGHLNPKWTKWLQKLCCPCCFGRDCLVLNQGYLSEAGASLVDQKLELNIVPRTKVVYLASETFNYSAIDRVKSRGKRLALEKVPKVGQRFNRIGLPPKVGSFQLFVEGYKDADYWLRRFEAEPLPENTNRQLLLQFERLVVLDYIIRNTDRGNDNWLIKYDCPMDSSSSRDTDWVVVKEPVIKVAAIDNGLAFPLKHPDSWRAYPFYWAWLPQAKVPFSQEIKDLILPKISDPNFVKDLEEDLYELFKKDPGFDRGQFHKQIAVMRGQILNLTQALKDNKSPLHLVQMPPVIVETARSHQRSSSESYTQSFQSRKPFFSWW
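ADP-Glo luminescence measured ADP generated by PI4K2A enzyme (4 ug/mL before mixing) with 1.2 mM PI substrate (pre-mix) and 300 microM ATP (pre-mix). Tris pH7.5 buffer with MgCl2, Triton X-100; 1 h reaction at ambient temperature.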
JMJD2A Tudor inh: inhibitors of human JMJD2A Tudor domain. AID 504339. Potency, µM (doses to about 114 µM), without a hit: at the top dose activity change, negative = inhibition, usual class: inhibitors. O75164. hit rate 4.4% among 390,000. AlphaScreen JMJD2A-Tudor / H3K4me3 peptide binding; also: potency is read from the fitted curve at half-maximal effect; % is scaled to controls: 0 for no effect and ±100 for the full control effect; nearly all actives have a fitted effect of over 50% in size
GLS inhibitor: inhibitors of human glutaminase (GLS). GLS enzymatic activity, qHTS titration. Potency, µM (series often up to 45.5 µM), for inactives: at the top dose activity change, negative = inhibition, usual class: inhibitors. hit rate 0.21% among 410,000. AID 624170; also: potency is read from the fitted curve at half-maximal effect; % is scaled to controls: 0 for no effect and ±100 for the full control effect
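Enzyme dispensed in phosphate buffer (45 mM, pH 8.2, 0.02% Tween-20), compounds pinned in, then 1 mM L-glutamine solution and the glutamate oxidase–HRP–Amplex Red mix added; fluorescence read immediately and again after 30 min at room temperature.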
Pol eta inh: inhibitors of human DNA polymerase eta. Q9Y253. recombinant Pol eta, fluorescent DNA replication assay. Potency, µM (series often up to 114 µM), for inactives: at the top dose activity change, negative = inhibition, usual class: inhibitors. hit rate 1.2% among 390,000; also: potency is read from the fitted curve at half-maximal effect; % is scaled to controls: 0 for no effect and ±100 for the full control effect
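Pol eta at 10 nM preincubated with compounds 15 min at room temperature; reaction started with fluorescent substrate (50 nM final) and read kinetically at 0 and 10 min.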
BAZ2B inh: blocks human BAZ2B; AlphaScreen BAZ2B-H3K14Ac peptide displacement; Potency, µM (doses to about 114 µM), inactives show at the highest dose activity change, negative = inhibition, most hits filed as inhibitors; hit rate 4.4% among 360,000; AID 504333; also: potency is read from the fitted curve at half-maximal effect; % is scaled to controls: 0 for no effect and ±100 for the full control effect; nearly all actives have a fitted effect of over 60% in size
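Complex of BAZ2B and biotin-H3K14Ac (50 nM apiece) forms over 30 min at RT, then faces library compounds up to 110 uM for another 30 min; AlphaScreen beads added, 20 min dark incubation, luminescence read.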
Pin1 inh: blocks the human prolyl isomerase Pin1. Pin1 FP peptide displacement, HiFluor488, 10 min. AID 504891. hit rate 0.009% among 390,000. Potency, µM (top dose mostly 115 µM), for inactives: at the highest dose activity, negative = inhibition, most hits filed as inhibitors. Q13526; active = well fitted inhibition curve with a large enough effect in the polarisation, with a control signal flat, not every such curve was filed as active; inconclusive = small, poorly fitted or top-dose-only effect, or effect the other way, or a change in a side signal; inactive = no such curve, though single readings can be large or run the other way; the % refers to the polarisation; also: potency is read from the fitted curve at half-maximal effect; % is scaled to controls: 0 for no effect and ±100 for the full control effect
Target sequence (Q13526 whole entry, looked up): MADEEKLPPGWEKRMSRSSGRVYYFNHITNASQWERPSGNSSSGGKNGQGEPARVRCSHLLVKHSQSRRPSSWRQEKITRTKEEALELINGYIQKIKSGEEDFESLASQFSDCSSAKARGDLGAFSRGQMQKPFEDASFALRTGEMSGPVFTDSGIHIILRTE
G9a block: G9a (human) methyltransferase inhibition; G9a H3K9 monomethylation, AlphaScreen, 2 h; Potency, µM (doses to about 102 µM), without a hit: at the highest dose activity, negative = inhibition, hits mostly inhibitors; hit rate 8.8% among 350,000; also: potency is read from the fitted curve at half-maximal effect; % is scaled to controls: 0 for no effect and ±100 for the full control effect; nearly all actives have a fitted effect of over 75% in size
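Methyltransferase reactions run at room temperature for 2 h (20 nM enzyme, 500 nM biotin-H3K9 peptide, 20 uM SAM) after a 15 min compound preincubation; product detected by AlphaScreen beads and anti-H3K9me1 antibody.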
HP1b binding inh: blocks HP1-beta chromodomain binding to methylated histone tails | P83916 | AlphaScreen HP1-beta / biotin-H3K9me3 peptide binding | Potency, µM (titrated, usually from 114 µM), inactives show at the highest dose activity change, negative = inhibition, usual class: inhibitors | hit rate 0.56% among 390,000 | AID 540317; also: potency is read from the fitted curve at half-maximal effect; nearly all actives have a fitted effect of over 70% in size; inactives centre near 23
Target sequence (P83916 whole entry, looked up): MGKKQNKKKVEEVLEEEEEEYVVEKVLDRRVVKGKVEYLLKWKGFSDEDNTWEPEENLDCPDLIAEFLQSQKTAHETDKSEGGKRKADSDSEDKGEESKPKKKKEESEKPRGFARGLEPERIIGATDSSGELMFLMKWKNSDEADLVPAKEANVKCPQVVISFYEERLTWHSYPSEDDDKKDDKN
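AlphaScreen: HP1-beta (50 nM) preformed 30 min with biotin-H3(1-18)K9me3 peptide (50 nM) in PBS pH 7.4, 0.01% Tween-20. Compound added for 30 min at RT, then streptavidin donor/nickel chelate acceptor beads (10 ug/mL) for 30 min.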
PGK inhibitor: blocks T. brucei phosphoglycerate kinase | PGK/GAPDH coupled, Kinase-Glo luminescence, 60 min | Potency, µM (titrated, usually from 57.5 µM), without a hit: at the top dose activity change, negative = inhibition, actives largely listed as inhibitors | hit rate 0.043% among 380,000; also: potency is read from the fitted curve at half-maximal effect; % is scaled to controls: 0 for no effect and ±100 for the full control effect; nearly all actives have a fitted effect of over 60% in size
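Recombinant glycosomal PGK reaction used 1,3-bisphosphoglycerate generated in-well by GAPDH (100nM final) in 100mM TEA pH 7.6, 5mM MgCl2, 0.01% Tween-20. After 60 minutes at room temperature, ATP was read by Kinase-Glo Plus luminescence end-point.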
* hit, by the source's call; i = inactive; ? = inconclusive; . = no result given; & = joins results of further samples; [ ] = remark or other dose. Unless noted, calls follow the shape of the dose curve; as a rule, active = well fitted curve in the direction sought with a large enough effect; inconclusive = small, poorly fitted or top-dose-only effect, or another doubt; inactive = no such curve, though single readings can be large; an effect the other way counts as inactive or inconclusive.

PI4K2A inh,JMJD2A Tudor inh,GLS inhibitor,Pol eta inh,BAZ2B inh,Pin1 inh,G9a block,HP1b binding inh,PGK inhibitor,Structure
-10.0,1.4%,5.0%,2.0%,-0.1%,0.3%,-1.1%,39.9%[activator],0.8%,CCN(CC)S(=O)(=O)c1ccc(O)c(C(=O)OCC(=O)Nc2ccc(OC(F)(F)F)cc2)c1
-2.9,79.4µM*,19.1%,?,.,0.5%,.,-27.2%,-2.1%,O=C1CCc2cccc(O)c2N1
-2.9,-26.3%,.,1.5%,-21.8%&-10.2%,0.1%,-3.1%&15.5%[59 µM],9.3%,i,Cc1cc(NC(=O)Cn2c(=O)c3c(ncn3CCC(C)C)n(Cc3ccccc3)c2=O)no1
5.7,-5.6%,5.7%,-16.1%,14.8%,7.0%,.,42.8%[activator],12.1%,Cc1nonc1C1CCCN1Cc1nc(-c2ccc(F)cc2F)oc1C (stereo not drawn)
2.9,-6.1%,3.2%,-5.8%,.,-1.2%,-2.8%[59 µM],39.4%[activator],i,O=C1NC2(CCCCC2)Cc2ccccc21
2.2,-9.2%,-4.0%,-17.9%,5.5%,-6.6%,0.4%,19.3%,3.7%,CC(=O)Nc1cccc(NC(=O)CSc2nc(=O)n(Cc3ccccn3)c3c2CCC3)c1
8.8,-16.0%,3.8%,-1.5%,2.4%,8.8%,?,39.3%,-10.4%,O=C(O)CCS(=O)(=O)c1nc(-c2cccs2)cc(C(F)(F)F)n1
-0.3,-11.0%,0.9%,-0.5%,11.6%,-2.9%,?,14.5%,-7.6%,Cc1cccc(OCC(=O)NCc2n[nH]c(=O)c3ccccc23)c1
8.2,31.6µM*,3.7%,-17.5%,-27.0%,63.5%[activator],39.8µM*,11.1%,-3.9%,O=C1C(=O)N(CCCN2CCOCC2)C(c2ccc(Cl)cc2)/C1=C(\O)c1ccc2c(c1)OCCO2 (stereo not drawn)
8.4,-9.7%,-11.6%,-6.8%,-2.0%,-0.7%,19.4%[59 µM],36.4%[activator],i,O=C(CSc1nc2sc3c(c2c(=O)[nH]1)CCCC3)NCCO
-0.3,-6.8%[11.4 µM],-4.9%,-16.2%,0.2%,-5.5%,11.5%[59 µM],35.3%,-5.6%,COC(=O)C(C(=O)OC)C(C(C)C)C(C(=O)OC)C(=O)OC
-1.7,0.3%,-12.1%,8.2%,5.6%,?,11.7%,50.6%[activator],i,COc1ccc2c(C)c(Cl)c(=O)oc2c1
2.2,6.0%,-20.9%,-19.1%,-3.0%,-0.5%,0.8%,78.0%[activator],-9.7%,CCN(CC)c1nc(C)nc2c1sc(=S)n2C
1.0,-10.2%,-2.6%,-5.7%,5.9%,2.0%,2.9%,22.7%,1.8%,O=C(COC(=O)C1CCC1)Nc1cccc(Cl)c1
-4.8,-22.7%,1.3%,50.1µM*,?,3.7%,14.0%,45.2%[activator],i,Cc1ccc(O)c(/C=N/NC(=O)COc2ccc3c(C)cc(=O)oc3c2)c1
9.7,1.6%,8.4%,-0.9%,-2.1%,0.9%,0.7%,21.0%,6.7%,COc1cccc(NC(=O)CC2COc3ccccc3O2)c1 (stereo not drawn)
-1.8,-19.6%,-9.0%,-13.8%,-33.0%,-1.2%,?,12.7%,-8.1%,Cc1sc2ncnc(N(C)Cc3ccco3)c2c1C
-0.5,-16.8%,4.2%,-0.4%,-3.8%,1.4%,0.7%,17.1%,-3.0%,O=C(CCc1ccccc1)Nc1nnc(-c2ccc3c(c2)OCCO3)o1
-3.6,-17.4%,-1.5%,-12.1%,-14.1%,2.9%,-8.6%,35.0%,-7.2%,O=c1oc2ccccc2c(NCCO)c1[N+](=O)[O-]
-1.0,7.2%,-4.3%,-20.3%,-8.7%,-0.9%,3.4%,16.2%,1.3%,Cc1ccc(OCC(=O)Nc2ccc3c(c2)OCO3)c(C)c1

Compound profiles, as listed above. Order of screens: PI4K2A inh	JMJD2A Tudor inh	GLS inhibitor	Pol eta inh	BAZ2B inh	Pin1 inh	G9a block	HP1b binding inh	PGK inhibitor
Profile of Cc1nonc1C1CCCN1Cc1nc(-c2ccc(F)cc2F)oc1C (stereo not drawn) : 5.7	-5.6%	5.7%	-16.1%	14.8%	7.0%	.	42.8%[activator]	12.1%
Profile of Cc1cccc(OCC(=O)NCc2n[nH]c(=O)c3ccccc23)c1 : -0.3	-11.0%	0.9%	-0.5%	11.6%	-2.9%	?	14.5%	-7.6%

Additional structures follow.
PI4K2A inh,JMJD2A Tudor inh,GLS inhibitor,Pol eta inh,BAZ2B inh,Pin1 inh,G9a block,HP1b binding inh,PGK inhibitor,Structure
-2.2,4.8%,-3.6%,-9.4%,3.1%,83.8%[activator],7.0%[59 µM],53.9%[activator],i,CC(=O)c1ccc(NC(=O)CCSc2nc(-c3ccco3)cc(C(F)(F)F)n2)cc1
-6.5,-1.3%,1.9%,-7.9%,5.9%,-4.1%,7.0%[59 µM],22.4%[57 µM],i,COc1ccc(OCC(=O)Nc2cc(-c3ccccc3F)nn2-c2ccccc2)cc1
-1.5,-16.9%,16.2%,-3.1%,3.5%,?,9.1%[59 µM],16.1%,0.7%,CCN(CC)C(=O)CSc1nc2ccccc2c(=O)n1OC(C)C
1.7,-20.1%,10.2%,?,?,14.7%,-4.8%[59 µM],5.4%,0.3%,CCOc1ccc(C(=O)NCCn2cc(SCC(=O)NCCc3ccc(OC)c(OC)c3)c3ccccc32)cc1
7.2,-16.4%,21.0%,-4.5%,-31.6%,-2.1%,-10.2%,16.6%,-3.5%,O=C1NC(=O)/C(=C/c2cccc3ccccc23)S1
8.0,7.5%,-14.1%,-7.4%,?,-7.2%,3.8%,67.1%[activator],-10.2%,Cc1ccc(SCC(=O)NCCc2ccccc2)cc1
0.9,-1.3%,-6.4%,-15.1%,-4.2%,-4.6%,-10.7%[59 µM],57.4%[activator],.,O=C(COc1ccc(C(=O)c2ccccc2)cc1)NCC(=O)Nc1ccccc1Br
-2.9,-4.5%,-12.2%,-16.4%,-33.6%,-5.6%,7.8%[59 µM],58.5%[activator],-0.7%,COc1cccc(CNc2ncn[nH]2)c1OCc1ccccc1F
5.2,-31.7%,-23.7%,-8.2%,.,8.4%,.,-7.0%,-4.3%,N#C/C(=C/c1ccc(OC(=O)c2ccc(Br)s2)cc1)c1nc2ccccc2[nH]1
3.1,-6.2%,0.6%,11.8%,-29.9%,-2.4%,?,36.0%[activator],-2.0%,S=C(NCCCN1CCOCC1)NC1CC1
-0.1,?,4.3%,?,50.1µM*,?,?,2.2%,-15.9%,O=C1CS/C(=N\N=C\c2ccco2)N1c1ccccc1
2.0,0.7%,-7.8%,-18.6%,8.8%,-1.7%,19.1%[2.33 µM],20.5%,3.2%,Cn1ccsc1=NC(=O)c1cc(S(=O)(=O)N2CCOCC2)ccc1F
2.3,-17.4%,-5.3%,-20.4%,0.0%,0.5%,-4.0%,18.6%,-5.0%,CC1=C(C(=O)NCCc2ccc(C)cc2)C2(CCC(C)CC2)OC1=O (stereo not drawn)
8.0,-4.1%,-7.5%,-10.5%,5.1%,0.4%,10.1%,39.6%[activator],i,CCOC(=O)c1cc(-c2ccc(C)cc2)n(CC(=O)NCc2ccco2)c1C
0.4,3.5%,-5.0%,-5.2%,2.3%,-6.2%,-4.8%,30.9%[activator],-1.5%,O=C(NCCCNC(=O)c1ccccn1)c1ccc(F)cc1
1.2,-17.0%,-1.1%,-1.3%,10.7%,0.7%,?,-23.4%,-5.9%,CCCCn1c(N)c(N(CCOC)C(=O)c2sc3cc(F)ccc3c2Cl)c(=O)[nH]c1=O
-10.4,28.4%,-11.5%,-21.9%,8.3%,-0.5%,18.1%,57.1%[activator],-4.6%,CCOC(=O)c1cnn(-c2ccccc2)c1-n1cccc1
6.5,6.9%,0.7%,-7.9%,-2.1%,8.1%,4.7%[12.7 µM],26.6%,-0.3%,O=C(NCC1CCCO1)Nc1cccc(Cl)c1 (stereo not drawn)
2.1,-3.2%,.,-16.9%,7.9%,-6.0%,?,29.2%,8.0%,Clc1ccc(OCc2nnc3n2N=C(c2ccc4c(c2)OCCO4)CS3)c(Cl)c1
?,7.94µM*,12.6µM*,3.98µM*,28.2µM*,?,11.2µM*,?,?,c1coc(-c2nc(-c3ccco3)c(-c3ccco3)nc2-c2ccco2)c1
-4.8,-12.9%,0.0%,7.2%,-3.2%,-4.8%,5.6%,29.1%,.,CCOCCOC(=O)C1=C(C)NC2=C(C(=O)CC(c3cccs3)C2)C1c1ccsc1 (stereo not drawn)
-16.2,-7.7%,-9.6%,50.1µM*,-4.6%,.,-7.4%,47.3%[activator],-9.1%,O=C(N/N=C/c1ccccc1Cl)c1[nH]c2ccc(Br)cc2c1-c1ccccc1
8.2,?,-5.8%,-14.5%,25.1µM*,-6.1%,50.1µM*,0.6%,i,Cc1c(C)n(C)c2ccc(C(=O)NCCCN(C)C3CCCCC3)cc12
-0.8,2.8%,-5.1%,-12.2%,-9.2%,5.4%,0.2%[59 µM],32.9%,6.3%,C/C(CC(=O)Nc1ccc(Br)cc1)=N\NC(=O)Cc1csc(N)n1
-3.9,-14.1%,-2.4%,-16.2%,17.7%,-1.7%,-13.4%[59 µM],34.8%,2.1%,COc1ccc(OCCN2C(=O)NC(C)(c3ccc(C)cc3)C2=O)cc1 (stereo not drawn)
-4.1,44.7µM*,13.4%,-16.2%,25.1µM*,1.0%,44.7µM*,?,-3.5%,CCc1cccc(C)c1NC(=S)NCCc1c(C)[nH]c2ccc(C)cc12
0.4,-4.7%,-0.3%,-22.1%,-5.1%,4.4%,?,22.5%,-9.6%,CC1CCCN(S(=O)(=O)c2ccc(NC(=O)[C@@H]3CCCN3C(=O)c3cccs3)cc2)C1 (stereo partly drawn)

Source: PubChem BioAssay (National Center for Advancing Translational Sciences (NCATS))

A portion of the library, so the mix of outcomes need not match the whole.
